High-throughput results deposited in PubChem BioAssay by several laboratories.
GASC-1 inh – human JMJD2C demethylase inhibition | actives 0.069% (n = 330,000) | AID 2099 | GST-JMJD2C(1-420) H3K9me3 demethylation, DELFIA europium | Q9H3R0 | inhibition, % at 2.35 µM;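 active = more than half of a compound's replicate wells show inhibition beyond 50%, single wells judged on their own value; inconclusive = some, but no more than half, of replicates pass 50% inhibition; inactive = no replicate passes 50% inhibition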;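 note: signal counts dimethyl H3K9 product captured on neutravidin plate; 0% = median of DMSO wells and 100% = 0.3 times that DMSO median; strong numbers were not always called active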
Target sequence (Q9H3R0 1-420 limits assumed): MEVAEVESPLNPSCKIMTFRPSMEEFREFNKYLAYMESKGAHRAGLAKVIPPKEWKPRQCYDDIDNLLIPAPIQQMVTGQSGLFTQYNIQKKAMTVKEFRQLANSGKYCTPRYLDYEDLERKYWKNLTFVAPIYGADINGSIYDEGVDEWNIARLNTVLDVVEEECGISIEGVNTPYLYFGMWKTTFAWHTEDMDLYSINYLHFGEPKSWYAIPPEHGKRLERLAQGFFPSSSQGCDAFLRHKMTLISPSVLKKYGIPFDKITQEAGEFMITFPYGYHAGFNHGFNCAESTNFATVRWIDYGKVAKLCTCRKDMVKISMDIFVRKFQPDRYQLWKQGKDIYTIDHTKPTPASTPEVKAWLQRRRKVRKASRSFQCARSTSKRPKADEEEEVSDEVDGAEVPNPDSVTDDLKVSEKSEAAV
MEP2 TOR yeast – alters MEP2-GFP fluorescence in TOR pathway yeast screen. actives 0.51% (n = 330,000). GFP response vs DMSO, % at 10 µM. S. cerevisiae MEP2-GFP strain, flow cytometry GFP, 3 h; 100% = DMSO control level;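 active = GFP response versus DMSO above a set limit, roughly screen mean plus 3 SD, cut at about 180% in these data; inconclusive = fewer than 70 cells counted for a yeast strain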;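 note: median GFP fluorescence of the barcode-gated MEP2-GFP cells per well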
CIT2 TOR yeast – alters CIT2-GFP fluorescence in TOR pathway yeast screen; actives 0.065% (n = 320,000); AID 2029; GFP response vs DMSO, % at 10 µM; S. cerevisiae CIT2-GFP strain, flow cytometry, 3 h; 100 means same as DMSO wells;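 active = GFP response relative to DMSO above a set limit, near the screen mean plus 3 SD, cut at about 150% in these data; inconclusive = Fewer than 70 cells measured for a yeast strain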;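 note: ratio of well median GFP fluorescence to mean of DMSO wells on the plate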
AGP1 TOR yeast – yeast TOR pathway AGP1-GFP modulation; S. cerevisiae AGP1-GFP multiplex flow cytometry, 3 h; GFP as percent of DMSO wells; GFP response vs DMSO, % at 10 µM; actives 0.02% (n = 320,000); AID 2066;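 active = GFP response relative to DMSO above a set limit, near screen average plus 3 SD, cut at about 150% in these data; inconclusive = fewer than 70 cells counted for the yeast strain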;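 note: median GFP channel fluorescence of the gated AGP1 strain per well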
GRK2 inh – human GRK2 inhibition via aptamer displacement; inhibition of aptamer binding, % at 10 µM; bead flow cytometry, FAM-aptamer displacement from GRK2; AID 488847; actives 0.59% (n = 330,000); P25098;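 active = inhibition of aptamer binding above 40%, roughly 3 SD of noise, on plates passing a quality check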;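 note: median bead fluorescence of bound FAM aptamer so fluorescent compounds give negative values; no value below 0 was filed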
Target sequence (P25098 whole entry, looked up): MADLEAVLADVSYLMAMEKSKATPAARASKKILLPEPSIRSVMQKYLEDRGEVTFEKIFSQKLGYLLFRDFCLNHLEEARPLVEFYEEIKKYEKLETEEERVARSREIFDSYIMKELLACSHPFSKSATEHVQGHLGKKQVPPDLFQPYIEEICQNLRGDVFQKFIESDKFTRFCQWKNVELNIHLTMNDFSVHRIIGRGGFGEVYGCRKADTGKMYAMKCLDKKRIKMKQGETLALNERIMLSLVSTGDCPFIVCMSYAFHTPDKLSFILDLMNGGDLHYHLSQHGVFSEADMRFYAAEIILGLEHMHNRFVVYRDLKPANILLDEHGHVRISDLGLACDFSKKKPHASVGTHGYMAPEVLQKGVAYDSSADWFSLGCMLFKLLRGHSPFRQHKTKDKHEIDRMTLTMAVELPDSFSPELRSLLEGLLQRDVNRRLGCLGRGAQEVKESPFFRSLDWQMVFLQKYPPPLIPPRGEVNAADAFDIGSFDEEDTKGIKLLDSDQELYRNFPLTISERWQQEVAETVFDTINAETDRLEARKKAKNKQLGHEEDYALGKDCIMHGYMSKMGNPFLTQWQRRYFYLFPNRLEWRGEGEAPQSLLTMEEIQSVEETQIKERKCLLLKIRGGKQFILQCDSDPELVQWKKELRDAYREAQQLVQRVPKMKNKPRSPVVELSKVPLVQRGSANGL
VLA-4 inh – inhibition in a human VLA-4 binding assay; VLA-4 expressing cells, ligand binding flow cytometry; inhibition, % (about 7 µM as worked out from the volumes in the protocol); actives 0.2% (n = 330,000); AID 2557; in the data active = inhibition above about 50%
RPL19A-GFP yeast – yeast TOR pathway RPL19A-GFP modulation; S. cerevisiae RPL19A-GFP strain, flow cytometry, 3 h; active compounds read low; percent response vs DMSO, % at 10 µM; actives 0.3% (n = 330,000);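 active = percent response vs DMSO below 50%; inconclusive = fewer than 70 events counted for the yeast strain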;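 note: median channel GFP fluorescence of the barcoded RPL19A-GFP strain; ratio of sample median GFP to plate DMSO average so 100% = DMSO; lower means less RPL19A-GFP as with rapamycin TOR inhibition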
LAP4-GFP MLPCN – alters LAP4-GFP fluorescence in TOR pathway yeast screen; AID 2023; S. cerevisiae LAP4-GFP multiplex, flow cytometry GFP, 3 h; median GFP as percent of DMSO wells; GFP response vs DMSO, % at 10 µM; actives 0.34% (n = 320,000);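 active = GFP response vs DMSO above a set limit, about the screen mean plus 3 SD, cut at about 150% in these data; inconclusive = under 70 cell events counted for the yeast strain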
* marks the source's active call; other numbers are inactive results; i = inactive; ? = inconclusive; / = no result given; & = joins results of further samples; [ ] = remark or other dose.

SMILES	GASC-1 inh	MEP2 TOR yeast	CIT2 TOR yeast	AGP1 TOR yeast	GRK2 inh	VLA-4 inh	RPL19A-GFP yeast	LAP4-GFP MLPCN
COc1ccc(OCCCC(=O)OCC(=O)Nc2sccc2C(N)=O)cc1	3	89	99	102	0	17	91	87
O=C1C(=O)N(CCCN2CCOCC2)C(c2ccc(F)cc2)/C1=C(\O)c1ccc2c(c1)OCCO2 (stereo unspecified)	3	109	104	105	0	-6	104	104
O=C(/C=C/c1ccc(F)cc1)Nc1cc(S(=O)(=O)N2CCOCC2)ccc1N1CCCC1	44	102	89	100	0	0	109	113
CCCc1nnc(SCC(=O)N2CCCCC2)n1CC1CCCO1 (stereo unspecified)	-4	200*[may fluoresce violet]	?	31[may fluoresce violet]	0	-3	65[may fluoresce violet]	96[may fluoresce violet]
O=C(Nc1ncccc1O)c1cccc(S(=O)(=O)NCc2ccccc2)c1	1	99	102	117	2	4	101	110
O=C(CCN=C1NS(=O)(=O)c2ccccc21)OCC(=O)c1ccc(F)c(F)c1	-1	99	103	105	1	-13	101	102
COc1cccc(C(=O)Nc2ccc3c(c2)OCO3)c1OC	15	111	101	102	0	37	106	99
C=CCOc1c(CNc2cccc(C(=O)O)c2)cccc1OCC	12	96	92	95	1	1	98	103
Cc1ccc(NC(=O)c2nccnc2C(=O)O)cc1C	0	104	100	109	0	5	104	101
CCOc1ccc(S(=O)(=O)N(C)c2ccc(OCC(=O)NCc3ccc(C(=O)OC)cc3)cc2)cc1	7	99	86	98	0	2	95	112
Cc1ccc(S(=O)(=O)Nc2cc(Cl)c(O)cc2C)cc1	-2	94	95	99	1	-3	99	84
CC1CCCC(NC(=O)NC(=O)COC(=O)c2ccc(O)cc2O)C1C (stereo unspecified)	/	107	98	111	0	16	101	111
CCCC(NC(=O)Cc1c(C)c2c(cc(C)c3c(C)coc32)oc1=O)C(=O)O (stereo unspecified)	3	99	106	94	1	2	108	89
COc1ccc(C(C)(C)C)cc1NC(=O)C1CC(=O)N(C2CCCC2)C1 (stereo unspecified)	7	97	88	96	5	-9	93	97
C[C@@H](C(=O)CC(=O)OC(C)(C)C)[C@@H](O)c1ccccc1	-1	95	71	84	1	21	94	105
CSc1ccccc1OCc1cc(C(=O)N(C)Cc2ccc(C)o2)no1	-13	120	98	97	1	-5	84	116
COc1cc(C(=O)O[C@H]2C/C(C)=C/CC[C@]3(C)O[C@@H]3C(O)C2C(C)C)cc(OC)c1OC (stereo partly specified)	9	93	99	107	0	-6	102	96
Cc1ccc(-c2nn(-c3ccccc3)cc2C(=O)N2CCN(c3ccccn3)CC2)cc1	-6	98	105	100	1	-4	102	100
CC(C)Oc1ccc(/C=N/NC(=O)c2ccc(N(Cc3ccccc3)S(C)(=O)=O)cc2)cc1	-1	101	99	95	1	39	101	90
Cn1c(CO)cnc1SCC(=O)c1ccc(F)cc1	-25	109	105	108	2	33	107	96
CN(c1ccccc1)S(=O)(=O)c1cccc(NC(=O)c2cncc(Br)c2)c1	64	100	86	25	2	1	101	98
CC(C)CC(NC(=O)/C(=C\c1ccco1)NC(=O)c1ccco1)C(=O)O (stereo unspecified)	-1	106	109	104	1	20	109	94
O=C(COC(=O)c1ccccc1C(=O)N1CCN(c2ccccc2)CC1)Nc1ccccc1	4	101	104	106	2	9	108	99
CCN1C(=O)N[C@@H](c2cccc(C(F)(F)F)c2)[C@H](C(=O)OC)[C@H]1C	6	93	113	88	0	2	101	122
CCCCNC(=O)CSc1nc2ccc(N3CCOCC3)cc2c(=O)n1CCc1ccccc1	-11	100	99	99	1	19	97	96

Random excerpt: 6 entries already listed
SMILES	GASC-1 inh	MEP2 TOR yeast	CIT2 TOR yeast	AGP1 TOR yeast	GRK2 inh	VLA-4 inh	RPL19A-GFP yeast	LAP4-GFP MLPCN
O=C(/C=C/c1ccc(F)cc1)Nc1cc(S(=O)(=O)N2CCOCC2)ccc1N1CCCC1	44	102	89	100	0	0	109	113
CCN1C(=O)N[C@@H](c2cccc(C(F)(F)F)c2)[C@H](C(=O)OC)[C@H]1C	6	93	113	88	0	2	101	122
Cn1c(CO)cnc1SCC(=O)c1ccc(F)cc1	-25	109	105	108	2	33	107	96
COc1cccc(C(=O)Nc2ccc3c(c2)OCO3)c1OC	15	111	101	102	0	37	106	99
C=CCOc1c(CNc2cccc(C(=O)O)c2)cccc1OCC	12	96	92	95	1	1	98	103
COc1ccc(OCCCC(=O)OCC(=O)Nc2sccc2C(N)=O)cc1	3	89	99	102	0	17	91	87

Going on with the list.
SMILES	GASC-1 inh	MEP2 TOR yeast	CIT2 TOR yeast	AGP1 TOR yeast	GRK2 inh	VLA-4 inh	RPL19A-GFP yeast	LAP4-GFP MLPCN
COc1ccc2nc(SCCOC(=O)Nc3ccc(Cl)cc3)nc(C)c2c1	0	115	95	105	2	15	103	108
Cc1c(C(=O)NCCCN2CCCC2=O)oc2ccc(S(=O)(=O)N3CCOCC3)cc12	8	105	106	107	2	2	102	103
COc1cc2c(cc1OC)CN(C(=O)CCNS(=O)(=O)c1ccccc1F)CC2	4	110	107	101	5	2	108	104
COCCNC(=O)c1ccccc1NC(=O)CN(c1ccc2c(c1)OCO2)S(C)(=O)=O	-8	89	95	94	2	8	96	92
Cc1cc(C)c(NC(=O)CNC(=O)CNC(=O)C2CCCCC2)c(C)c1	-5	109	110	103	0	2	101	106
CCN1C(=O)N/C(=C/c2cc(C)n(Cc3ccccc3)c2C)C1=O	-4	98	99	98	3	8	101	97
Cc1cc2nccc(-c3ccco3)n2n1	7	106	94	86	5	-1	106	79
Cc1noc(/C=C/N(C)C)c1S(=O)(=O)N1CCN(c2ccccc2)CC1	9	99	93	102	0	-14	101	111
Cc1ccc(NC(=O)NC2=NN(c3ccccc3)C(=O)/C2=C2/CCCN2C)cc1	4	82	86	79	3	-3	89	72
CC1Cc2ccccc2N1C(=O)c1ccc(Br)o1 (stereo unspecified)	0	102	98	95	1	15	103	91
CCCCn1c(N)c(N(CC(C)C)C(=O)C2CCN(C(=O)c3ccc(Cl)cc3)CC2)c(=O)[nH]c1=O	2	101	114	113	0	2	98	104
O=C1CCN(Cc2ccccc2)C=C1c1ccc(C(F)(F)F)cc1	1	88	86	87	0	32	87	88
O=C1SCC(c2ccccc2)=NN1Cc1ccccc1	11	105	94	100	0	1	108	115
CC(=O)/C(=N/Nc1ccccc1)N1CCOCC1	-12	101	95	89	1	22	96	98
O=C(Nc1ncc([N+](=O)[O-])s1)c1cccs1	7&18	94&108	95&102	90&98	0&2	0&1	101&102	105&96
C=CCNc1cnn(CC(C)=O)c(=O)c1Br	/	99	101	61	0	22	93	88
Fc1cccc(Nc2nc(N3CCOCC3)nc(N3CCOCC3)n2)c1	0	94	94	97	3	14	96	110
COc1ccc(N=Cc2nc(-c3ccccc3)oc2OC(C)=O)cc1	-2	98	89	101	73*	13	103	120
C=C(C)C(=O)Nc1ccc2c(c1)OCCOCCOCCO2	2	98	96	106	93*	-3	103	114
COc1cc(/C=C(\C#N)C(=O)NCC2CCCO2)ccc1OCC(=O)O (stereo unspecified)	19	99	102	101	4	-9	101	99
CC(c1nnc(Sc2nnnn2-c2ccccc2)n1-c1ccc(F)cc1)N(C)C (stereo unspecified)	0	96	94	108	5	10	98	109
O=C(OCC(=O)N1CCN(C(=O)COC(=O)c2ccncc2)CC1)c1ccncc1	-3	101	/	102	3	2	101	89
CC(=O)[C@@]1(O)CC[C@H]2[C@@H]3CCC4=CC(=O)CC[C@]4(C)[C@H]3CC[C@@]21C	27	92	86	94	2	16	100	100
N#Cc1c(SCC(=O)Nc2cccc(C(F)(F)F)c2)sc2c(O)cc(=O)[nH]c12	22	103	101	106	0	26	105	106
Cc1cccc2cc3c(N)c(C(=O)N4CCCc5ccccc54)sc3nc12	2	119	96	95	2	i	102	103

(more compounds)
SMILES	GASC-1 inh	MEP2 TOR yeast	CIT2 TOR yeast	AGP1 TOR yeast	GRK2 inh	VLA-4 inh	RPL19A-GFP yeast	LAP4-GFP MLPCN
CCOC(=O)NC(C)N1C(=O)C2C3C=CC(C3)C2C1=O (stereo unspecified)	9	93	100	96	22	37	93	95
O=C(NCCOc1ccccc1)c1cccc2c1C(=O)c1ccc(Cl)cc1S2(=O)=O	8	101	103	106	0	3	101	111
CCOc1ccc(-c2[nH]ncc2-c2ccc(OC)c(OC)c2)c(O)c1	-9	101	111	101	1	2	100	99
O=S(=O)(c1cccs1)N1CCN(CC(O)COC2CCCc3ccccc32)CC1 (stereo unspecified)	13	115	103	107	2	5	105	112
COc1ccc(CN2CCN(C(=O)C3CCC(CNS(=O)(=O)c4ccccc4)CC3)CC2)c(OC)c1OC (stereo unspecified)	22	98	86	95	2	7	96	96
CSc1nc2ccc(S(=O)(=O)Nc3c(C)n(C)n(-c4ccccc4)c3=O)cc2s1	-12	91	/	91	1	1	95	91
COc1ccccc1NS(=O)(=O)c1ccc(C(=O)N2CC(C)OC(C)C2)cc1 (stereo unspecified)	2	102	90	106	4	0	102	105
COc1cccc(CN(C)C(=O)c2cccc(S(=O)(=O)N3CCN(c4ccc(F)cc4)CC3)c2)c1OC	-2	84	81	90	1	5	87	94
O=C(O)C/C(=C\c1cccc(NC(=O)c2ccccc2Cl)c1)c1nc2ccccc2s1	0	103	101	100	2	-4	103	100
CCN(CC)c1ccc(NC(=O)C2CC3CCC2C3)cc1 (stereo unspecified)	2	103	98	94	1	-3	92	93
O=C(CN1CCOCC1)Nc1ccc2c(c1)OCCO2	-9	98	94	99	5	8	98	103
Cc1ccc(S(=O)(=O)Cn2nnnc2C(c2ccc(F)cc2)N2CCCCC2)cc1 (stereo unspecified)	1	99	101	102	0	-13	98	108
Cc1ccc(N(CC(=O)NCCc2ccccc2)S(=O)(=O)c2c(C)noc2C)cc1	-7	99	95	100	4	-2	98	106
CCOC(=O)N1CCN(C(=O)/C(=C/c2ccc(F)cc2)NC(=O)c2ccccc2)CC1	3	95	107	97	4	-16	102	76
O=C(/C=C/c1ccccc1)NCCc1ccc2c(c1)OCCO2	2	110	103	108	4	-2	108	107
COc1cc2c(cc1OC)C(C(=O)Nc1ccccn1)C(c1cccnc1)N(C)C2=O (stereo unspecified)	14	102	103	104	0	-5	99	93
CNC(=O)c1ccccc1NC(=O)C1CC(=O)N(c2ccc(OC)cc2)C1 (stereo unspecified)	-3	102	97	107	1	6	99	106
CCCn1c2ccccc2c2cnn(CC(=O)NCCCN3CCCCC3)c(=O)c21	4	109	110	106	0	4	102	103
COc1ccc(CNC(=O)COC(=O)C2CCN(S(=O)(=O)c3ccccc3C(F)(F)F)CC2)cc1	2	104	89	98	0	8	100	95
COc1cc(OC)nc(NC(=O)COC(=O)c2cccc(Cl)c2)n1	3	108	103	108	2	3	100	108
COc1cccc(C(C(=O)NC2CCCC2)N(Cc2cccnc2)C(=O)Cc2cccs2)c1 (stereo unspecified)	0	99	92	91	0	1	95	95
N/C(Cc1ccc(Cl)cc1Cl)=N\OC(=O)Cc1cccs1	25	103	103	107	0	1	104	101
COc1cc2c(=O)n(CCCN3CCOCC3)c(=S)[nH]c2c(OC)c1OC	-11	98	100	105	1	21	101	103
O=C1C2C3C=CC(C3)C2C(=O)N1CCC(=O)N1CCc2ccccc21 (stereo unspecified)	-7	98	99	99	1	2	94	94
COC(=O)C[C@H]1c2cc(C(F)(F)F)ccc2S(=O)(=O)N1Cc1ccccc1OC	-3	105	102	98	6	15	99	95
C=CCNC(=O)COC(=O)COc1ccc(Cl)cc1	-5	113	100	96	0	6	107	93
COc1ccc(-c2nc3ccccc3c(=O)n2O)cc1	1	84	78	88	0	-2	102	101
